S100A4 MyoIIA – blocks human S100A4 binding to myosin IIA peptide. P26447. inhibition, % at 10.7 µM. 360,000 compounds, 0.14% hits. S100A4/TAMRA-MyoIIA peptide fluorescence polarization;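 active = mean inhibition of at least 70% across replicates, with every replicate also reaching that level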
Target sequence (P26447 whole entry, looked up): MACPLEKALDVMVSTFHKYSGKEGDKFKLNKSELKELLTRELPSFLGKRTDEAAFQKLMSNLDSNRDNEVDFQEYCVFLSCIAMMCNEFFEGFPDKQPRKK
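Material: human S100A4 monomer with TAMRA-labelled myosin IIA peptide; buffer or medium: HEPES pH 7.2 with CaCl2, KCl, NaCl, DTT, Triton; compound dosing: one concentration per compound; schedule: 5 min incubation before reading; benchmarks: neutral control DMSO, positive control TFP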
XiGFP reactiv – X-chromosome reactivation activator | XiGFP mouse fibroblasts, % GFP-positive cells imaging, 3 d; cells co-treated with 5-aza-dC sensitizer; scaled so ellipticine positive control = 100% | activation, % at 7.58 µM | 360,000 compounds, 0.055% hits | AID 743238;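 active = mean normalized replicate activation at least 10% and every replicate at or above 10%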;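 also: 0% = median of on-plate neutral control wells and 100% = ellipticine 6 µM median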
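System: 68-5-11 XiGFP fibroblast line; Timing: 3 days compound exposure; Compound dosing: one concentration, pinned; Benchmarks: positive control ellipticine, 6 µM final; Buffer or medium: DMEM containing 5-aza-dC.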
E-sel inducer – E-selectin induction on HUVECs; activation, % at 7.58 µM; 260,000 compounds, 0.37% hits; AID 686992; P16581; HUVEC E-selectin immunofluorescence imaging; normalized: neutral wells 0, TNF-alpha wells 100;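 active = mean E-selectin-positive cell signal at least 10% of the positive control, reached in at least 60% of replicates, without over 20% cell loss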;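 also: in these data hits start at about 27%; measured in HUVEC primary endothelial cells; signal is the percent of cells scored E-selectin positive by PE staining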
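Test system: HUVEC; input: 3,000 HUVEC/well; measured by: immunofluorescence imaging; read-out: % PE-positive cells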
esBAF inh – inhibitors of esBAF chromatin remodeling in mouse ES cells; Bmi1-luciferase knock-in reporter, 24 h; 100% = twice the neutral-well signal; 350,000 compounds, 2% hits; AID 602393; reporter increase, % at 12.5 µM; in the data active = activation above about 40%;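 also: 0% = median of the plate's neutral control wells and 100% = double that signal; a rise in the Bmi1 reporter signal indicates esBAF inhibition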
EWS-Fli block – inhibitors of EWS/Fli oncoprotein transcriptional activity; A673 NR0B1-luciferase reporter, viability-normalised; 350,000 compounds, 0.67% hits; inhibition, % at 12.6 µM;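 active = mean inhibition of at least 50% after viability correction, with every replicate also passing that limit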;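 also: firefly luciferase signal divided by Alamar Blue viability fluorescence both relative to DMSO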
RAD52 anneal inh – RAD52 (human) annealing inhibition; P43351; recombinant RAD52 DNA annealing, FRET fluorescence; inhibition, % at 18.7 µM; 360,000 compounds, 0.46% hits; AID 651710;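 active = every replicate showing at least 50% inhibition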
Target sequence (P43351 whole entry, looked up): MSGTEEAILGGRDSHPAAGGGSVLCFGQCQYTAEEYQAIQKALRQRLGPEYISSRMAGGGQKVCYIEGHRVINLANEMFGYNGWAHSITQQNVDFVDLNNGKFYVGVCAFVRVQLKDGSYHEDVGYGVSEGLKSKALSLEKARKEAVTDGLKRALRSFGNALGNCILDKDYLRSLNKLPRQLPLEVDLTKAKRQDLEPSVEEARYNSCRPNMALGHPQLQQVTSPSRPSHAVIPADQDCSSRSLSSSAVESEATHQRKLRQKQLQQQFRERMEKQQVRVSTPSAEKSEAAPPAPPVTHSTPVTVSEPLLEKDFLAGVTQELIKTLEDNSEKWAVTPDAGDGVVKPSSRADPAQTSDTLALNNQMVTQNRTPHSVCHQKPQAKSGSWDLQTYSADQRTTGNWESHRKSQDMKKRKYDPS
RAD54 inh – inhibitors of human RAD54 branch migration. Q92698. inhibition, % at 10.4 µM. RAD54 Holliday junction branch migration, FAM/BHQ fluorescence. AID 602329. 360,000 compounds, 0.14% hits;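 active = mean normalized replicate activity at least 40 and at least half of replicates scoring 40 or more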;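 also: 0% = median of neutral control wells and 100% = median of positive control wells; inhibitors cause a drop in the FAM fluorescence signal; in these data hits start at about 50%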
FN deposition inh – fibronectin deposition inhibition | AID 743247 | AH1F fibroblasts, Alexa488-fibronectin deposition fluorescence, overnight | 350,000 compounds, 0.086% hits | inhibition, % at 12.6 µM;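 active = mean inhibition across replicates of 30% or more, regardless of how many single replicates reach that level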;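 also: positive control wells lacked labelled fibronectin entirely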
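Material: AH1F fibroblast monolayer depositing Alexa488-labelled fibronectin into matrix / Amount: 10000 AH1F cells per well / Signal: fluorescence 485/525 nm / Medium: DMEM, 2% serum / Compound: single dose, pinned / Incubation: 1 h cell adhesion before compound, then overnight fibronectin incubation / Reagent: Alexa488-FN, 24 nM final / Read-out: inhibition of fibronectin deposition signal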
* marks the source's active call; other numbers are inactive results; . = no result given.

Start of the data: the first 9 entries as a preview:
No.	mol	FN deposition inh	EWS-Fli block	S100A4 MyoIIA	XiGFP reactiv	RAD54 inh	esBAF inh	E-sel inducer	RAD52 anneal inh
1	C=CCn1ccc(=O)nc1SC	.	-2.7	-4.6	0.4	3.4	2.7	0.1	-24.7
2	CC(C)c1ccc(/C=C/C(=O)n2nnc3ccccc32)cc1	-3.6	.	.	.	-6.4	-7.1	1.8	.
3	Clc1ccc(C=NNc2ccccn2)c(Cl)c1	-4.2	-17.0	-2.2	0.3	4.5	43.5*	0.4	-6.4
4	COc1ccc(CC(NC(C)=O)C(=O)NC2CCN(c3nc(C)cc(C)c3C#N)CC2)cc1 (configuration not stated)	-1.5	5.1	-21.5	0.0	.	.	.	-20.0
5	COC(=O)C1=C(O)/C(=C/c2ccc(OCC(=O)Nc3ccccc3)cc2)N=C1C	-2.5	5.3	-8.2	0.1	-4.8	.	-3.5	-53.5
6	CCOC(=O)Cc1nn(Cc2ccc(Cl)cc2)c(=O)c2ccccc12	-1.4	6.2	0.3	1.2	-1.1	-0.5	.	4.9
7	COCCC(=O)Nc1ccc2c(c1)CN(C(=O)CCOC)CC2	.	9.1	-7.3	0.0	.	.	.	-20.9
8	CC(=O)Oc1ccc2nc(-c3ccc(Br)o3)oc(=O)c2c1	-7.6	-3.4	14.7	0.0	-8.0	-9.2	0.0	-15.2
9	CN(C)CCNc1ncnc2c1ncn2[C@H]1CN(Cc2ccc(F)cc2)C[C@@H](CO)O1	-7.8	3.3	-14.0	0.4	-3.0	-7.3	.	-32.4

Main list, previewed entries included:
No.	mol	FN deposition inh	EWS-Fli block	S100A4 MyoIIA	XiGFP reactiv	RAD54 inh	esBAF inh	E-sel inducer	RAD52 anneal inh
1	C=CCn1ccc(=O)nc1SC	.	-2.7	-4.6	0.4	3.4	2.7	0.1	-24.7
2	CC(C)c1ccc(/C=C/C(=O)n2nnc3ccccc32)cc1	-3.6	.	.	.	-6.4	-7.1	1.8	.
3	Clc1ccc(C=NNc2ccccn2)c(Cl)c1	-4.2	-17.0	-2.2	0.3	4.5	43.5*	0.4	-6.4
4	COc1ccc(CC(NC(C)=O)C(=O)NC2CCN(c3nc(C)cc(C)c3C#N)CC2)cc1 (configuration not stated)	-1.5	5.1	-21.5	0.0	.	.	.	-20.0
5	COC(=O)C1=C(O)/C(=C/c2ccc(OCC(=O)Nc3ccccc3)cc2)N=C1C	-2.5	5.3	-8.2	0.1	-4.8	.	-3.5	-53.5
6	CCOC(=O)Cc1nn(Cc2ccc(Cl)cc2)c(=O)c2ccccc12	-1.4	6.2	0.3	1.2	-1.1	-0.5	.	4.9
7	COCCC(=O)Nc1ccc2c(c1)CN(C(=O)CCOC)CC2	.	9.1	-7.3	0.0	.	.	.	-20.9
8	CC(=O)Oc1ccc2nc(-c3ccc(Br)o3)oc(=O)c2c1	-7.6	-3.4	14.7	0.0	-8.0	-9.2	0.0	-15.2
9	CN(C)CCNc1ncnc2c1ncn2[C@H]1CN(Cc2ccc(F)cc2)C[C@@H](CO)O1	-7.8	3.3	-14.0	0.4	-3.0	-7.3	.	-32.4
10	CCOC(=O)c1sc(N)c(C(=O)OCC)c1C	-6.7	-6.9	-6.3	0.2	6.9	.	1.5	-15.0
11	CCOC(=O)c1ccc(NC(=O)CCNC(=O)c2ccc([N+](=O)[O-])cc2)cc1	-5.7	.	.	0.1	7.5	.	-0.2	.
12	Cc1cccc(C)c1NC(=O)CSc1nnc(NC(=O)C2CC2)s1	2.1	1.8	-0.4	0.2	.	-6.0	0.7	-10.4
13	CCCNC(=O)N1CC2(C1)[C@H](c1ccccc1)[C@H](CO)N2C(=O)c1cccnc1	4.2	-3.4	3.6	0.0	.	.	0.0	-12.6
14	CCOC(=O)C1=C(COC(=O)c2ccccc2OC)NC(=O)NC1C (configuration not stated)	1.8	-4.4	2.3	-0.1	8.4	2.2	0.6	4.3
15	Cc1cc(Br)cn2c(Cc3ccccc3C(F)(F)F)c(-c3ccccc3)nc12	11.8	4.2	-10.0	1.0	.	.	0.0	-15.3
16	CC=Cc1ccc2n(c1=O)C[C@@H]1[C@@H](CO)[C@H](C(=O)N[C@H](C)c3ccccc3)[C@H]2N1Cc1cncnc1 (mixture of isomers)	-1.1	0.9	3.2	0.4	-5.8	1.4	0.2	-12.8
17	O=C(Nc1ccccc1O)/C(=C\c1ccccc1)NC(=O)c1ccccc1	-13.3	8.3	-2.4	0.3	.	.	.	-13.9
18	C[C@@H]1CN([C@H](C)CO)C(=O)c2ccccc2-c2ccccc2CO[C@@H]1CN(C)Cc1ccc(F)cc1	-1.2	1.4	23.0	0.6	5.4	-1.4	0.3	-4.8
19	CSc1ccc(CN2CCC2(C)C(=O)NCc2ccc3c(c2)OCO3)cc1 (configuration not stated)	.	7.2	-3.4	0.1	6.8	17.0	-1.1	-23.2
20	COc1ccc2c3c([nH]c2c1)C1CC2C(CC(O)C(OC)C2CO)CN1CC3 (configuration not stated)	.	-1.5	-6.0	.	14.3	-3.1	.	-2.0
21	CCN(C(=O)CSc1nnc(-c2ccc(F)cc2)c2ccccc12)C1CCS(=O)(=O)C1 (configuration not stated)	11.2	-15.5	-5.2	0.0	.	.	.	-52.0
22	CCCNC(=O)C[C@H]1C[C@@H]2c3cc(NC(=O)c4cccnc4)ccc3O[C@@H]2[C@@H](CO)O1	-12.0	-4.5	.	0.5	-5.1	-0.9	1.1	.
23	CO[C@@H]1CN(C)C(=O)c2ccc(NC(=O)c3ccccc3)cc2OC[C@@H](C)N(C(C)=O)C[C@H]1C	-8.4	5.0	10.4	0.1	-11.1	-0.5	0.0	3.4
24	CSc1ccccc1C(=O)OCC(=O)NC1CCS(=O)(=O)C1 (configuration not stated)	-1.6	1.0	-3.4	0.0	.	.	.	-7.7
25	COc1ccc(C)cc1NC(=O)NCc1ccccn1	.	-1.4	-2.3	0.2	-12.8	-2.8	.	-9.1
26	O=C(CCc1nnc(Cc2c[nH]c3ccccc23)o1)NCC1CC12CCCCC2 (configuration not stated)	-7.6	8.6	2.0	0.1	.	.	.	-8.5
27	COc1cccc(CNC(=O)c2cc3c(c(-c4cccc(-c5ccc(C#N)cc5)c4)n2)[C@@H](CCO)N([S@](=O)C(C)(C)C)C3)c1	15.4	9.5	-19.2	-0.1	-9.5	-5.2	11.3	-69.5
28	CC1OC2(C)OC(=N)C1(C#N)C(C#N)(C#N)C2c1ccccc1 (configuration not stated)	11.9	11.9	17.8	0.3	-12.7	.	.	-286.6
29	CC(=O)c1ccc(S(=O)(=O)NCC2(N3CCOCC3)CCCCC2)cc1	-5.0	-0.9	4.7	-0.1	-5.4	-3.0	-1.7	-4.3
30	COc1ccc(CC2(C)OC(c3ccc([N+](=O)[O-])cc3)=NN2C(C)=O)cc1 (configuration not stated)	9.2	15.5	-3.9	0.3	.	.	-3.1	-11.1
31	CNC(=O)C[C@@H]1CC[C@@H]2[C@@H](COc3ccc(NS(=O)(=O)c4cccc(F)c4)cc3C(=O)N2C)O1	7.8	-4.8	15.9	0.2	-13.1	2.1	-0.1	-4.5
32	CCOc1ccc(C(=O)NCCc2ccc3c(c2)OCCO3)cc1	6.4	-0.3	-3.2	0.2	.	.	3.5	1.4
33	O=C(CCNC(=O)C1CCN(S(=O)(=O)c2ccc(F)cc2)CC1)NCc1ccccn1	5.0	3.2	-0.3	0.0	-3.7	-0.6	-0.2	-2.1
34	COc1ccc(CNC(=O)C2CC(O)CN2C(=O)Nc2ccccc2)cc1 (configuration not stated)	-6.7	15.4	-1.8	-0.1	3.7	-1.5	0.0	-18.8
35	O=C(NNc1c2ccccc2nc2ccccc12)c1ccc(O)cc1	-4.2	-53.5	0.8	0.2	.	.	.	6.4
36	O=C(CSc1ccccc1C(=O)O)NCc1ccc(Cl)cc1	2.5	7.7	3.1	0.0	-8.0	.	.	-25.2
37	Cc1ccc(C(=O)O[C@H](C(=O)O)[C@H](OC(=O)c2ccc(C)cc2)C(=O)O)cc1	-3.9	-4.8	-6.2	0.1	-0.5	2.0	0.0	-14.3
38	C=CCONC(=O)Cc1ccccc1	-0.8	-1.3	5.2	0.1	-9.8	-10.1	13.4	-0.3
39	COc1ccc(/C=N/NC(=O)c2ccc(NC(C)=O)cc2)cc1COc1ccc(F)cc1F	.	-7.1	-3.8	0.3	3.4	5.0	.	-5.2
40	CCS(=O)(=O)Nc1ccc2c(c1)C(=O)N(C)C[C@H](OC)[C@H](C)CN(Cc1nccs1)[C@H](C)CO2	-2.7	-14.6	8.1	0.1	5.6	-5.4	0.0	-6.6
41	COc1cc(CCC(=O)Nc2ccc(S(=O)(=O)N3CCOCC3)cc2)cc(OC)c1OC	0.6	-4.4	-30.2	0.1	2.0	-1.7	2.2	0.3
42	CN(C)C(=O)Nc1ccccc1	-3.7	-13.8	-2.8	-0.1	2.2	9.8	0.1	-1.5
43	C[C@H](CO)N1C[C@H](C)[C@@H](CN(C)Cc2ccccc2)Oc2ccc(NC(=O)C3CCCCC3)cc2CC1=O	.	6.0	-25.8	0.3	-11.8	-1.1	-0.4	24.6
44	Cc1ccc(Oc2ccc(NC(=O)C3=CC=CN4CCS(=O)(=O)N=C34)cc2)cc1	-2.2	0.6	-3.9	0.0	14.2	2.4	.	-3.8
45	O=C(N/N=C1\CC(c2ccccc2)Oc2ccccc21)c1cccnc1 (configuration not stated)	5.4	3.2	-2.9	-0.1	.	.	3.0	-9.6
46	CC(C)C[C@@H]1Cc2[nH][nH]c(=O)c2[C@H](C(C)C)O1	-9.4	-2.9	-2.0	0.9	.	.	2.5	8.8
47	COc1ccc(Br)cc1C(=O)Nc1ccc(N2CCCC2)cc1	-21.7	17.4	-0.6	0.0	1.7	10.1	.	-5.1
48	COCCNC(=O)C[C@H]1C=C[C@@H](NC(=O)NC2CCCC2)[C@@H](CO)O1	-4.9	5.3	-9.3	-0.4	6.0	-1.8	-0.1	-12.6
49	Cc1c(NC(=O)c2ccco2)c(=O)n(-c2ccccc2)n1C	-4.3	0.8	-2.6	0.0	-9.9	5.7	.	-11.6
50	COc1ccccc1NC(=O)NCc1ccc(C)n1C	-3.6	-3.9	-1.5	0.0	-4.5	4.7	0.0	-13.2
51	O=C(NCCc1ccc(Cl)cc1)C1CCCN(S(=O)(=O)c2cnc[nH]2)C1 (configuration not stated)	-4.6	-2.0	-2.7	0.4	1.3	-3.7	.	-23.8
52	COCC(=O)N(C)C[C@H]1Oc2cc(C#CC(C)C)ccc2S(=O)(=O)N([C@@H](C)CO)C[C@@H]1C	-5.9	-8.0	.	-0.3	-0.9	31.8	-3.8	.
